Screening data as filed in PubChem BioAssay.
G9a block: G9a (human) methyltransferase inhibition; Q96KQ7; G9a H3K9 monomethylation, AlphaScreen, 2 h; Potency, µM (titrated, usually from 102 µM), inactives show top-dose activity, negative = inhibition, actives largely listed as inhibitors; hit rate 8.8% among 350,000; AID 504332; also: % is scaled to controls: 0 for no effect and ±100 for the full control effect; nearly all actives have a fitted effect of over 75% in size
Target sequence (Q96KQ7 913-1193 limits assumed): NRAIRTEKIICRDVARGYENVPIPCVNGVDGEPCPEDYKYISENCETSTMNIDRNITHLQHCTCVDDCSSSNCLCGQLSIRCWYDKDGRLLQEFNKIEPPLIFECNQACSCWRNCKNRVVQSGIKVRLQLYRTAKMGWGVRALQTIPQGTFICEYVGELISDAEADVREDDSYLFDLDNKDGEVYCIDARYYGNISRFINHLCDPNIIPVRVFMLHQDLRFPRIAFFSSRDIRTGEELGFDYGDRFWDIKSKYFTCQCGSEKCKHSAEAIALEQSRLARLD
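G9a (20 nM) preincubated 15 min RT with compounds, then 500 nM biotinylated H3K9 peptide and 20 uM SAM added; 2 h RT reaction. Monomethyl-H3K9 product detected by AlphaScreen with anti-H3K9me1 antibody, streptavidin donor and anti-rabbit IgG acceptor beads.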
PGK inhibitor: inhibitors of T. brucei phosphoglycerate kinase; AID 602233; P07378; Potency, µM (titrated, usually from 57.5 µM), inactives show top-dose activity change, negative = inhibition, actives largely listed as inhibitors; PGK/GAPDH coupled, Kinase-Glo luminescence, 60 min; hit rate 0.043% among 380,000; also: % is scaled to controls: 0 for no effect and ±100 for the full control effect; nearly all actives have a fitted effect of over 60% in size
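Recombinant glycosomal PGK reaction used 1,3-bisphosphoglycerate generated in-well by GAPDH (100nM final) in 100mM TEA pH 7.6, 5mM MgCl2, 0.01% Tween-20. After 60 minutes at room temperature, ATP was read by Kinase-Glo Plus luminescence end-point.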
HP1b chromo inh: blocks HP1-beta chromodomain binding to methylated histone tails; AlphaScreen HP1-beta / biotin-H3K9me3 peptide binding; Potency, µM (highest dose often 114 µM), without a hit: at the top dose activity change, negative = inhibition, actives largely listed as inhibitors; hit rate 0.56% among 390,000; also: nearly all actives have a fitted effect of over 70% in size; inactives centre near 23
Target sequence (P83916 whole entry, looked up): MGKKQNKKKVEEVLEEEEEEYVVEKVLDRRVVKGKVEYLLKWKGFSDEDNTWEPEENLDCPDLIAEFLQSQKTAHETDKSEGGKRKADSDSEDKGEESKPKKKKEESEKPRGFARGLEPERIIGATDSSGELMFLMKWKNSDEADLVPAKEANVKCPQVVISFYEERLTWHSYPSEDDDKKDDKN
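HP1-beta protein (50 nM final) preincubated 30 min at room temperature with biotinylated H3(1-18)K9me3 peptide (50 nM) in PBS pH 7.4, 0.01% Tween-20, then compound added for 30 min. AlphaScreen streptavidin donor/nickel chelate acceptor beads (10 ug/mL final), 30 min dark, luminescence read.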
Pin1 inhibitor: blocks the human prolyl isomerase Pin1. Q13526. Pin1 FP peptide displacement, HiFluor488, 10 min. Potency, µM (titrated, usually from 115 µM), for the others: at the highest dose activity, negative = inhibition, hits mostly inhibitors. hit rate 0.009% among 390,000; active = well fitted inhibition curve with a large enough effect in the polarisation, with a control signal flat, not every such curve was filed as active; inconclusive = small, poorly fitted or top-dose-only effect, or effect the other way, or a change in a side signal; inactive = no such curve, though single readings can be large or run the other way; the % refers to the polarisation; also: % is scaled to controls: 0 for no effect and ±100 for the full control effect
Target sequence (Q13526 whole entry, looked up): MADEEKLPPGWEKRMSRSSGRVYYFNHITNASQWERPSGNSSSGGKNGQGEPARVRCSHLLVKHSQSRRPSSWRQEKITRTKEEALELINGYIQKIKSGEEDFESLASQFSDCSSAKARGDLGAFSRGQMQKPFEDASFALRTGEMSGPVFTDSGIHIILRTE
JMJD2A Tudor inh: inhibitors of human JMJD2A Tudor domain; O75164; AlphaScreen JMJD2A-Tudor / H3K4me3 peptide binding; Potency, µM (doses to about 114 µM), without a hit: at the highest dose activity change, negative = inhibition, actives largely listed as inhibitors; hit rate 4.4% among 390,000; AID 504339; also: % is scaled to controls: 0 for no effect and ±100 for the full control effect; nearly all actives have a fitted effect of over 50% in size
BAZ2B inh: blocks human BAZ2B; AlphaScreen BAZ2B-H3K14Ac peptide displacement; hit rate 4.4% among 360,000; Potency, µM (doses to about 114 µM), for inactives: at the top dose activity change, negative = inhibition, usual class: inhibitors; Q9UIF8; also: % is scaled to controls: 0 for no effect and ±100 for the full control effect; nearly all actives have a fitted effect of over 60% in size
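BAZ2B (50 nM) with biotin-H3(5-23)K14Ac peptide (50 nM) in PBS pH 7.4, 0.01% Tween-20, preformed 30 min, then compound 30 min at room temperature; top concentration 110uM. AlphaScreen streptavidin donor/nickel chelate acceptor beads (10 ug/mL final), 20 min dark, signal read.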
GLS inh: inhibitors of human glutaminase (GLS). hit rate 0.21% among 410,000. GLS enzymatic activity, qHTS titration. Potency, µM (doses to about 45.5 µM), for inactives: top-dose activity change, negative = inhibition, actives largely listed as inhibitors. AID 624170; also: % is scaled to controls: 0 for no effect and ±100 for the full control effect
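Human kidney-isoform GLS in 45 mM KH2PO4 pH 8.2, 0.02% Tween-20, with compound, started with 1mM L-Glutamine (added stock). Glutamate oxidase/HRP/Amplex red coupled fluorescence read at start and after 30 min at RT.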
POLI inh: DNA polymerase iota (human) inhibition; Q9UNA4; Pol iota fluorescent replication assay, 10 min; Potency, µM (doses to about 115 µM), without a hit: at the top dose activity, negative = inhibition, actives largely listed as inhibitors; hit rate 1% among 390,000
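Pol iota at 10 nM preincubated 15 min with compounds at room temperature; reaction started with fluorescent substrate, 50 nM final. Fluorescence read kinetically at 0 and 10 min; buffer-only wells as negative control.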
BLM helicase inh: Bloom syndrome helicase (human) inhibition. Potency, µM (series often up to 56.1 µM), for the others: at the highest dose activity change, negative = inhibition, usual class: inhibitors. hit rate 0.2% among 350,000. recombinant BLM DNA unwinding, fluorescence dequenching;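 also: plate controls were vehicle for no effect and no enzyme for full effect; nearly all actives have a fitted effect of over 35% in size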
Numbers without * were called inactive; i = inactive; ? = inconclusive; · = not tested or not shown; & = joins results of further samples; ! = not confirmed by another sample; [ ] = dose if it differs, or a comment. Unless noted, calls follow the shape of the dose curve; as a rule, active = well fitted curve in the direction sought with a large enough effect; inconclusive = small, poorly fitted or top-dose-only effect, or another doubt; inactive = no such curve, though single readings can be large; an effect the other way counts as inactive or inconclusive. Potency is read from the fitted curve at half-maximal effect.

Screens by letter: A = G9a block; B = PGK inhibitor; C = HP1b chromo inh; D = Pin1 inhibitor; E = JMJD2A Tudor inh; F = BAZ2B inh; G = GLS inh; H = POLI inh; I = BLM helicase inh
1) Cc1ccc(NC(=O)CSc2ccccc2)cc1S(=O)(=O)N1CCCCC1
  A: 34%[12.7 µM]	B: -7%	C: 22%	D: 1%	E: -16%	F: -19%	G: 1%	H: 11%	I: ·
2) CCCc1nn2c(=O)cc(COC(=O)c3ccco3)nc2s1
  A: 15%[59 µM]	B: ?	C: 2%	D: -3%	E: -17%	F: -6%	G: -2%	H: -7%	I: -1%
3) O=C(Nc1c2c(nn1-c1ccc(Cl)cc1)CS(=O)(=O)C2)c1cccc(Cl)c1
  A: -3%[59 µM]	B: -8%	C: 14%	D: 4%	E: -8%	F: -1%	G: 4%	H: -6%	I: -3%
4) Cc1ccc(S(=O)(=O)/N=C(\Sc2ccccc2)c2ccccc2)cc1
  A: 0%[12.7 µM]	B: i	C: 46%[activator]	D: -2%	E: 8%	F: 17%	G: 31%[activator]	H: -7%	I: 1%
5) O=C(Nc1nc(COc2ccccc2)cs1)C12CC3CC(CC(C3)C1)C2
  A: 45µM*	B: -9%	C: 108%[activator]	D: 12%	E: 15%	F: -3%	G: -8%	H: ?	I: -13%
6) COc1ccccc1NC(=O)CCN1CC(C)OC(C)C1 (stereo unspecified)
  A: 10%[59 µM]	B: -5%	C: 12%	D: 3%	E: -10%	F: 8%	G: 3%	H: -16%	I: -14%
7) CCOC(=O)C1(CCCc2ccccc2)CCN(C(=O)COC)CC1
  A: ?	B: -8%	C: 20%	D: 4%	E: -1%	F: 1%	G: -6%	H: 21%	I: -4%
8) COc1ccc(-n2cnnc2SCc2csc(-c3ccccc3)n2)cc1
  A: 1%	B: i	C: 35%	D: -9%	E: -2%	F: 4%	G: -16%	H: 3%	I: 2%
9) Cc1ccc(N=Cc2ccccc2O)cc1Cl
  A: ·	B: -7%	C: 33%	D: -3%	E: -6%	F: ·	G: -13%	H: 55%[activator]	I: ·
10) C=CCCN([C@@H](C)C(=O)OC)S(=O)(=O)c1ccccc1Br
  A: -6%[59 µM]	B: 8%	C: 28%	D: -3%	E: 1%	F: 6%	G: 7%	H: -2%	I: -1%
11) O=c1[nH]c(/C(Cl)=C/c2cccc(F)c2)nc2cc(C(F)(F)F)ccc12
  A: 8%	B: 5%	C: 21%	D: 4%	E: -8%	F: -11%	G: 1%	H: 89%[activator]	I: 2%
12) Clc1ccccc1CNc1nc2ccccc2n2cnnc12
  A: 18%	B: 4%	C: 28%	D: 2%	E: -22%	F: -11%	G: -4%	H: -6%	I: -1%
13) CN1CCC(Oc2ccc(Sc3ccccc3)cc2)CC1
  A: -6%[59 µM]	B: 5%	C: 16%	D: 2%	E: -24%	F: -21%	G: 1%	H: 23%	I: -6%
14) CN1CCC(OC(=O)c2ccc(Br)cc2)CC1
  A: ·	B: -9%	C: 19%	D: -2%	E: 29%	F: ·	G: 1%	H: 15%	I: ·
15) O=C(Cc1ccccc1)NNC1CC(=O)N(c2ccc(Br)cc2)C1=O (stereo unspecified)
  A: 17%[59 µM]	B: i	C: 48%[activator]	D: -13%	E: -1%	F: -1%	G: -16%	H: 125%[activator]	I: 1%
16) CC(C)NC(=O)CN1C(=O)c2ccccc2S1(=O)=O
  A: ·	B: 3%	C: 17%	D: -4%	E: -5%	F: -4%	G: 0%	H: 57%[activator]	I: -5%
17) CCCCCCCc1nc2sc3c(c2c(=O)n1N)CC(C)(C)OC3
  A: -9%	B: i	C: 23%	D: -3%	E: 5%	F: 0%	G: 7%	H: 20%	I: -1%
18) O=C(NCc1ccccc1C(F)(F)F)C1CCC(=O)N(CCCc2ccccc2)C1 (stereo unspecified)
  A: ·	B: i	C: 15%	D: 3%	E: -15%	F: 0%	G: 1%	H: 86%[activator]	I: -4%
19) CCc1ccccc1OCCCOc1ccc(OC)cc1
  A: 77%[activator][59 µM]	B: -1%	C: 191%	D: -6%	E: 86%[activator]	F: 325%[activator]	G: 9%	H: 16%	I: -2%
20) COc1ccc(-c2[nH]ncc2/C=N\NC(=O)c2cccs2)cc1OC
  A: 10%	B: i	C: 49%[activator]	D: 2%	E: -10%	F: -24%	G: -8%	H: 15%	I: 0%
21) CCOC(=O)c1c(NC(=O)Cn2cnc3sc(C)c(-c4ccccc4)c3c2=O)sc(C)c1C
  A: ?	B: -6%	C: 2%	D: 1%	E: -9%	F: -32%	G: -7%	H: ?	I: -9%
22) Cn1nc(-c2ccc(Cl)cc2)cc1NC(=O)Nc1ccccc1
  A: -2%	B: -5%	C: 26%	D: 4%	E: -10%	F: -2%	G: -6%	H: 35%[activator]	I: -6%
23) Cc1ccc2cc(NC(=O)c3ccccc3)ccc2n1
  A: 8%[12.7 µM]	B: -14%	C: 40%[activator]	D: 7%	E: -17%	F: -5%	G: 2%	H: 24%	I: 0%
24) Cc1ccc(/C(O)=C2\C(=O)C(=O)N(C)C2c2ccc([N+](=O)[O-])cc2)cc1 (stereo unspecified)
  A: 8%[0.501 µM]	B: -9%	C: 30%	D: -8%	E: -7%	F: -21%	G: 11%	H: 15%	I: -5%
25) Cc1cc(NS(=O)(=O)c2ccc(NC(=O)COc3c(C)cc(Br)cc3C)cc2)no1
  A: 56µM*!	B: i	C: 28%&60%	D: ?	E: -11%&-9%	F: -34%&-25%	G: 7.9µM*	H: 6%&6%	I: -2%&-1%
26) COc1ccc(CCNC(=O)CSc2nc(O)c(C(C)C)c(=O)[nH]2)cc1OC
  A: 3%[59 µM]	B: ·	C: 34%	D: -5%	E: -6%	F: 7%	G: 3%	H: 11%	I: 1%
27) Cc1ccc(C(=O)NC(=S)NNS(=O)(=O)c2ccccc2)cc1
  A: 4%	B: -4%	C: -1%	D: -12%	E: -31%	F: -14%	G: 0%	H: 40%[activator]	I: -2%
28) Cc1nc(-c2ccc(NC(=O)c3ccccc3Br)cc2)cs1
  A: -15%[59 µM]	B: -2%	C: 30%	D: -2%	E: -15%	F: -4%	G: -9%	H: 75%[activator]	I: -25%
29) Clc1ccc(-c2cn3cc(Cl)ccc3n2)cc1
  A: 7%	B: ·	C: 28%	D: 1%	E: -8%	F: -1%	G: -2%	H: -24%	I: 1%
30) COc1ccc(OC)c(N(CC(=O)N2CCN(c3cc(Cl)ccc3C)CC2)S(C)(=O)=O)c1
  A: -1%[12.7 µM]	B: ·	C: -6%	D: -3%	E: ?	F: -25%	G: 12%	H: ?	I: -9%
31) COc1ccc(S(=O)(=O)NCCc2ccncc2)cc1
  A: 23%[0.501 µM]	B: 7%	C: 39%[activator]	D: 6%	E: 2%	F: 13%	G: -2%	H: 26%	I: 0%
32) CCN1C(=O)[C@@H]2Cc3c([nH]c4ccccc34)C(c3ccc(OC)cc3)N2C1=S (stereo partly specified)
  A: 35µM*	B: i	C: 1%	D: ?	E: ?	F: -30%	G: 8%	H: ?	I: -11%
33) CCc1cccc(NC(=O)Cc2cn(C)c3ccccc23)c1
  A: -15%[59 µM]	B: 6%	C: -10%	D: -4%	E: ?	F: -39%	G: 19%	H: -15%	I: -9%
34) COCCN(C(=O)CCC(=O)Nc1cc(C)on1)C(C(=O)NC(C)(C)C)c1cccc(OC)c1OC (stereo unspecified)
  A: 20%	B: -3%	C: 21%	D: -1%	E: -9%	F: 4%	G: -3%	H: 71%[activator]	I: -5%
35) COc1c(Cl)ccc(Cl)c1C(=O)NC(=O)Nc1nc(C)cc(C)n1
  A: 21%	B: i	C: 33%	D: -9%	E: 0%	F: 0%	G: -9%	H: 17%	I: -3%
36) COC(=O)c1ccc(C23CC4(C2)[C@H](CN(Cc2ccc(-c5ccccc5)cc2)[C@@H]4c2ccccc2)C3c2ccc(C(F)(F)F)cc2)cc1 (stereo partly specified)
  A: ?	B: 2%	C: 39%[activator]	D: 55%[activator]	E: -12%	F: 1%	G: -4%	H: 14%	I: -6%&-11%
37) CCN(CC)C(=O)c1nc[nH]c1C(=O)N1CCc2ccccc2C1
  A: 12%[0.501 µM]	B: i	C: 38%	D: 4%	E: -5%	F: -3%	G: -1%	H: 16%	I: ·
38) C#CCOCCOCCOCCNc1nc(N2CCN(C(=O)CCCCCCCCCCNC(=O)Cn3cc(C[C@@H](C)O)nn3)CC2)nc(N2CCN(C(=O)CCCCCCCCCCNC(=O)[C@@H](CCSC)n3cc(CCO)nn3)CC2)n1
  A: 1%[2.33 µM]	B: -5%	C: 33%	D: 6%	E: -25%	F: 4%	G: -2%	H: -15%	I: ·
39) CC(C)C[C@H](NC(=O)Nc1cccc(Cl)c1)C(=O)O
  A: -24%	B: 4%	C: 19%	D: -2%	E: -11%	F: -6%	G: 12%	H: 2%	I: 0%
40) O=C(O)c1ccc(/C=N/NC(=O)c2ccc(NS(=O)(=O)c3cccs3)cc2)cc1
  A: ·	B: -6%	C: 70%[activator]	D: 1%	E: -10%	F: -2%	G: -11%	H: -17%	I: -4%
41) CN(Cc1ccccc1)C(=O)COC(=O)c1cncc(Br)c1
  A: 9%	B: i	C: 39%[activator]	D: -8%	E: -11%	F: 6%	G: -2%	H: 16%	I: 0%

One compound at a time (already shown). Order of screens: G9a block, PGK inhibitor, HP1b chromo inh, Pin1 inhibitor, JMJD2A Tudor inh, BAZ2B inh, GLS inh, POLI inh, BLM helicase inh
Record of Clc1ccc(-c2cn3cc(Cl)ccc3n2)cc1 : 7%, ·, 28%, 1%, -8%, -1%, -2%, -24%, 1%
Record of CN(Cc1ccccc1)C(=O)COC(=O)c1cncc(Br)c1 : 9%, i, 39%[activator], -8%, -11%, 6%, -2%, 16%, 0%

The list is partial; the hit share may differ from the screen's.
